# Screening data: PubChem BioAssay, National Center for Advancing Translational Sciences (NCATS)
# Sm TGR inh: inhibitors of Schistosoma mansoni thioredoxin glutathione reductase; Q962Y6; purified TGR, DTNB reduction, TNB absorbance 405 nm; Potency, µM (series often up to 114 µM), inactives show top-dose activity change, negative = inhibition, most hits filed as inhibitors; hit rate 3% among 360,000; further: potency means the concentration at half of the fitted maximal effect; nearly all actives have a fitted effect of over 60% in size
#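 TGR 20 nM + NADPH 100 uM (dispensed conc.), cpd preinc 15 min RT; start with NADPH (500 uM addition) then DTNB (15 mM addition). Kinetic TNB absorbance, 405 nm filter. Four-parameter Hill fit across titration.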
# AmpC inh no detg: blocks E. coli AmpC beta-lactamase in detergent-free assay; AmpC nitrocefin hydrolysis, absorbance 480 nm, 0.0001% Triton; Potency, µM (highest dose often 57.1 µM), for inactives: at the highest dose activity change, negative = inhibition, actives largely listed as inhibitors; hit rate 0.52% among 330,000; AID 485341;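 further: potency means the concentration at half of the fitted maximal effect; plate controls were no compound for no effect and no enzyme for full effect; nearly all actives have a fitted effect of over 20% in size; some results filed as inactive show a strong effect at the top dose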
# Target sequence (P00811 whole entry, looked up): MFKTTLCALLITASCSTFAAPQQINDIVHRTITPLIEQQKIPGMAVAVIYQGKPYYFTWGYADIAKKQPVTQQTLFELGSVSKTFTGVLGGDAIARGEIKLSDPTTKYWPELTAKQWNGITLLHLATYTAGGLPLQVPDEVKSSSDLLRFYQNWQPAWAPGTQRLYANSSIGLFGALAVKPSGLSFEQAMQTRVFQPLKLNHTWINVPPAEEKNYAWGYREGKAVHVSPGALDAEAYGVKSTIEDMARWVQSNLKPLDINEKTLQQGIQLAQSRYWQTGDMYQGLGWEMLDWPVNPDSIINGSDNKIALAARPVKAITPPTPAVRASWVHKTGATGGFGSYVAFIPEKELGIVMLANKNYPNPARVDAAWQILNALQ
#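 AmpC (5.3 nM in the dispensed reagent) in 20 mM phosphate pH 7.0 with 0.01% (detergent screen) or 0.0001% Triton X-100 was preincubated with compounds for 15 min at room temperature. Nitrocefin was then added from an 800 uM solution, and hydrolysis was followed at 480 nm.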
# Giardia FBPA inh: blocks Giardia fructose-bisphosphate aldolase activity | A8B2U2 | purified Giardia FBPA | Potency, µM (top dose mostly 59.6 µM), inactives show at the top dose activity, negative = inhibition, most hits filed as inhibitors | hit rate 0.71% among 290,000 | AID 2451; further: potency means the concentration at half of the fitted maximal effect; nearly all actives have a fitted effect of over 55% in size
# Target sequence (A8B2U2 whole entry, looked up): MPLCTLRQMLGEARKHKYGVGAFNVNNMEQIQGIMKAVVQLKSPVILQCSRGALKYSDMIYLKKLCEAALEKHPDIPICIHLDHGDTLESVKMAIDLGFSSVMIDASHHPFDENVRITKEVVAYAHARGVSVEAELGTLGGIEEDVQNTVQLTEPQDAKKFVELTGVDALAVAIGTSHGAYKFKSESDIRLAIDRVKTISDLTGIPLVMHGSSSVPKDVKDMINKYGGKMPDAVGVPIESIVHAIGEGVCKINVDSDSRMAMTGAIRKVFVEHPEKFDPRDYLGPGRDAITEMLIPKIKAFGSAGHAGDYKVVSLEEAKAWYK
#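 40 nM FBPA preincubated 10 min at RT with compound (up to 57.5 uM final), then substrate plus GAPDH/TPI/NAD/arsenate coupling and diaphorase/resazurin added. Fluorescence read after 20 min at RT, 525/598 nm.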
# AmpC detergent: inhibitors of E. coli AmpC beta-lactamase with detergent. P00811. AmpC hydrolysis of nitrocefin, absorbance 480 nm, 0.01% Triton. Potency, µM (doses to about 114 µM), inactives show top-dose activity change, negative = inhibition, usual class: inhibitors. hit rate 0.041% among 370,000. AID 485294;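 further: potency means the concentration at half of the fitted maximal effect; 0% = no-compound wells and -100% = no-enzyme wells; nearly all actives have a fitted effect of over 25% in size; some results filed as inactive show a strong effect at the top dose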
#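 20 mM phosphate pH 7.0 + 0.01% (detergent screen) or 0.0001% Triton X-100; 5.3 nM AmpC reagent; cpd preinc 15 min RT; nitrocefin (800 uM stock) to start; A480 q20 s × 4 min; Activity was normalised to no-enzyme and no-compound control wells.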
# AMA1-RON2 inh: inhibitors of Plasmodium falciparum AMA1-RON2 interaction | AlphaScreen AMA1-biotinylated RON2 peptide binding | Potency, µM (titrated, usually from 58.2 µM), inactives show at the top dose activity change, negative = inhibition, most hits filed as inhibitors | hit rate 0.2% among 360,000;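 further: potency means the concentration at half of the fitted maximal effect; 0% = vehicle wells and -100% = peptide control; nearly all actives have a fitted effect of over 45% in size; some results filed as inactive show a strong effect at the top dose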
#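 AMA1 (3D7) with his tag at 25 nM final met compounds first, then biotinylated RON2 peptide at 25 nM; detection used donor plus acceptor beads, 10 µg/mL apiece, read by AlphaScreen after 30 min at room temperature.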
# HCMV inh: human cytomegalovirus inhibition; HFF cells, HCMV-luciferase reporter, 72 h; active compounds read low; activity change, negative = inhibition, % at 57.5 µM; hit rate 4.5% among 410,000; AID 1259415; in the data active means activity change below about -60%; inconclusive means no clear call, values can overlap the other calls; inactive means above about -39%
#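 Human foreskin fibroblasts infected with luciferase-reporter HCMV at MOI 1 PFU/cell, compounds at two doses. Luciferase measured 72 h post infection; normalized to buffer-only basal and Salinomycin (10uM) controls.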
# * marks the source's active call; other numbers are inactive results; ? = inconclusive; · = not tested or not shown; [ ] = another dose, or the depositor's remark. Unless noted, the call rests on the fitted dose curve; in most records, active means well fitted curve in the direction sought with a large enough effect; inconclusive means small, poorly fitted or top-dose-only effect, or another doubt; inactive means no such curve, though single readings can be large; an effect the other way counts as inactive or inconclusive. Unless noted, on the % scale 0 is the no-effect control and ±100 the full control effect.
No.	canonical_smiles	Sm TGR inh	AmpC inh no detg	Giardia FBPA inh
1	Cc1cc(S(=O)(=O)Nc2ccc(C(=O)NCC(c3ccco3)N3CCCCC3)cc2)ccc1F (stereo unspecified)	-6%	-29%	·
2	Cc1ccccc1NS(=O)(=O)c1cc2c(cc1C)NC(=O)CO2	-25%	-9%	8%
3	COc1cccc(CN2CCN(CC#Cc3ccccc3)CC2CCO)c1 (stereo unspecified)	?	102%[activator]	2%
4	COc1ccccc1/C=C/C(=O)N1CCN(S(=O)(=O)c2cc(C)ccc2C)CC1	0%	1%	·
5	O=C(CSc1nnc(CNC(=O)c2ccco2)o1)Nc1ccc(F)cc1	4%	-27%	·
6	Cc1nc2nc(SCC(=O)NCCCN3CCCC3)nn2c(C)c1Cc1ccccc1Cl	-6%	76%[activator]	-17%
7	CC(C)c1ccc(NC(=O)COC(=O)C2CCCCC2)cc1	3%	0%	·
8	Cc1cccc(C(=O)N2CCC(N3CCC(C(=O)N4CCOCC4)CC3)CC2)c1	-21%	98%[activator]	-16%

No.	AmpC detergent	AMA1-RON2 inh	HCMV inh
1	-10%	-16%	-27
2	-9%	10%	5
3	-1%	32%[activator]	45
4	-5%	0%	-37
5	-5%	-4%	-13
6	-8%	0%	?
7	8%	16%	83
8	?	9%	?

# Remaining list, next part
No.	canonical_smiles	Sm TGR inh	AmpC inh no detg	Giardia FBPA inh
9	OC(CN1CCOCC1)Cn1cnc2ccccc21 (stereo unspecified)	0%	-18%	1%
10	C#CCOCCOCCOCCNc1nc(N2CCN(C(=O)[C@H](CCCCN)n3cc([C@@H](N)[C@H](C)CC)nn3)CC2)nc(N2CCN(C(=O)[C@H](CCC(=O)O)n3cc([C@@H](N)CCCCN)nn3)CC2)n1	·	35%	·
11	Cc1ccc(-c2nc(S(=O)(=O)c3ccc(Cl)cc3)c(N3CCCCC3)o2)cc1	3%	·	·
12	NC(=O)c1ccc(NC(=O)c2cccn(Cc3ccccc3)c2=O)cc1	18%	·	·
13	O=C(O)CCCC(=O)Nc1ccccc1Oc1ccccc1	7%	-2%	6%
14	Cc1ccsc1/C=N/NC(=O)C1C(=O)NCC1c1ccccc1 (stereo unspecified)	2%	3%	-13%
15	COC(=O)c1ccc2c(=O)n(CCCCCC(=O)O)c(=S)[nH]c2c1	28%	-12%	-6%
16	Cc1cc(F)ccc1NC(=O)CN(C)S(=O)(=O)c1ccc(C(=O)N2CCOCC2)s1	3%	·	·

No.	AmpC detergent	AMA1-RON2 inh	HCMV inh
9	-5%	4%	39
10	·	73%[activator]	-28
11	8%	·	15
12	4%	·	-1
13	-1%	-5%	36
14	-3%	-5%	?
15	-11%	13%	-63*
16	12%	·	-8

# Further records.
No.	canonical_smiles	Sm TGR inh	AmpC inh no detg	Giardia FBPA inh
17	Cc1cccc(NC(=O)C2C(c3ccccc3)C2(Cl)Cl)c1C (stereo unspecified)	6%	-47%	-1%
18	CS(=O)(=O)N(CC(=O)N1CCCC1)c1cccc(Cl)c1	0%	3%	1%
19	Cc1nc2c(-c3ccc(F)cc3)cnn2c(N)c1-c1ccc(F)cc1	-4%	-14%	14%
20	Cc1ccc(S(=O)(=O)N(CC(O)CN2CCOCC2)c2cc(Cl)ccc2Cl)cc1 (stereo unspecified)	0%	149%[activator]	1%
21	Cc1cccc(N2C(=O)N3[C@H](c4ccc(Br)cc4)[C@@H]4C(=O)N(C(C)(C)C)C(=O)[C@@H]4[C@]3(Cc3ccc(Cl)cc3)C2=O)c1	10%	-18%	-12%
22	Cc1cc(C)cc(NC(=O)c2ccccc2CC[N+](=O)[O-])c1	40µM*	?	2%
23	CCn1c(=O)n(CC)c2cc(S(=O)(=O)N3CCC(c4ccccc4)CC3)ccc21	9%	-7%	5%
24	Fc1ccccc1COc1ccc(Br)cc1CNCC1CCCO1 (stereo unspecified)	·	17%	-1%

No.	AmpC detergent	AMA1-RON2 inh	HCMV inh
17	3%	17%	-32
18	-6%	-4%	19
19	10%	83%[activator]	-76*
20	1%	-1%	?
21	-10%	-1%	-1
22	-1%	-1%	-5
23	-14%	-22%	-37
24	2%	4%	-28

# Pulled by compound from the entries so far:
No.	canonical_smiles	Sm TGR inh	AmpC inh no detg	Giardia FBPA inh
5	O=C(CSc1nnc(CNC(=O)c2ccco2)o1)Nc1ccc(F)cc1	4%	-27%	·
3	COc1cccc(CN2CCN(CC#Cc3ccccc3)CC2CCO)c1 (stereo unspecified)	?	102%[activator]	2%
23	CCn1c(=O)n(CC)c2cc(S(=O)(=O)N3CCC(c4ccccc4)CC3)ccc21	9%	-7%	5%

No.	AmpC detergent	AMA1-RON2 inh	HCMV inh
5	-5%	-4%	-13
3	-1%	32%[activator]	45
23	-14%	-22%	-37

# Additional records:
No.	canonical_smiles	Sm TGR inh	AmpC inh no detg	Giardia FBPA inh
25	CCCC1CCC(c2ccc(OCC)cc2)=CC1=O (stereo unspecified)	2%	-17%	0%
26	O=C(Cc1ccccc1)NC1CCN(C(=O)NCc2ccccc2)CC1	-3%	-21%	1%
27	CCc1cc2c(N3CCN(c4nnc(CC)s4)CC3)ncnc2s1	2%[11.4 µM]	24%	9%
28	COc1ccc(C(=O)Nc2nnc(Cc3cccs3)s2)cc1OC	-5%	-11%	7%
29	CC1=Nn2c(nnc2-c2ccccn2)SC1	36%	-5%	0%
30	COc1ccccc1C(=O)Oc1ccc(C(C)(C)C)cc1	8%	13%	-4%
31	CN(Cc1cnn(Cc2ccccc2)c1)C(=O)c1cccc(S(=O)(=O)N2CCOCC2)c1	-14%	19%	·
32	CC(=O)N1c2ccc(S(=O)(=O)N3CCCC3C(=O)Nc3cccc(F)c3)cc2CC1C (stereo unspecified)	-7%	27%	23%

No.	AmpC detergent	AMA1-RON2 inh	HCMV inh
25	-17%	17%	53
26	?	6%	56
27	-11%	-6%	·
28	-5%	0%	-5
29	-1%	-20%	-11
30	-6%	27%	9
31	-18%	17%	0
32	?	-2%	-21

# Remaining list, next part
No.	canonical_smiles	Sm TGR inh	AmpC inh no detg	Giardia FBPA inh
33	Cc1csc(NC(=O)C2CCCN2C(=O)Oc2ccccc2)n1 (stereo unspecified)	-4%	-10%	2%
34	CC(OC(=O)c1cccnc1Cl)C(=O)Nc1ccc2c(c1)OCCO2 (stereo unspecified)	-9%	-9%[11.4 µM]	0%
35	CCC(Sc1nc2ccccc2c2nc(CCc3c(C)n[nH]c3C)nn12)C(=O)Nc1ccc(F)cc1 (stereo unspecified)	6%	·	·
36	CC(C)(C)NC(=O)CN(Cc1ccc(F)cc1)C(=O)Cn1nnc(-c2ccc(F)cc2)n1	·	41%	-6%
37	O=C(NCc1ccccc1)NC1COc2ccccc2C1 (stereo unspecified)	2%	·	·
38	CCOC(=O)c1sc2nc(SCC#N)n(CC3CCCO3)c(=O)c2c1C (stereo unspecified)	-2%	-19%	5%
39	CCOc1ccc(-c2nnn(CC(=O)c3cc(OC)ccc3OC)n2)cc1	4%	-4%	5%
40	CCN(CC)S(=O)(=O)c1ccc(/C=C/C(=O)N(c2ccccn2)C2CCCCC2)cc1	1%	-22%	1%

No.	AmpC detergent	AMA1-RON2 inh	HCMV inh
33	-15%	-16%	49
34	?	0%	44
35	4%	·	-9
36	8%	3%	10
37	-6%	·	21
38	-9%	-1%	-30
39	-16%	0%	?
40	-14%	-14%	?

# Following part:
No.	canonical_smiles	Sm TGR inh	AmpC inh no detg	Giardia FBPA inh
41	Cc1nn(Cc2ccc(C(=O)O)o2)c(C)c1[N+](=O)[O-]	8%	-4%	2%
42	O=c1cc[nH]c2c(C(F)(F)F)cccc12	5%	-19%	3%
43	CCOc1ccccc1NC(=O)Nc1ccsc1C(=O)OC	4%	-31%	·
44	CCCCCn1c(S(=O)(=O)O)nc2ccccc21	26%	-20%	4%
45	COc1ccc(-n2c(=O)[nH]cc(C(=O)Nc3ccccc3)c2=O)cc1	-3%	?	1%
46	CCn1c2ccccc2c2cc(/C=N/n3cnnc3)ccc21	18%[11.4 µM]	57%	-3%
47	C=CCc1c(C)nc2c(-c3ccccc3)cnn2c1N1CCOCC1	9%	-14%	13%
48	Cc1ccc(-c2cc3nc(-c4ccccc4)cc(N4CCOCC4)n3n2)cc1	-3%	-14%	-2%

No.	AmpC detergent	AMA1-RON2 inh	HCMV inh
41	2%	-4%	12
42	?	7%	89
43	5%	-9%	-18
44	-1%	-1%	2
45	?	4%	-64*
46	?	-7%	-24
47	9%	11%	?
48	7%	12%	28

# New compounds follow
No.	canonical_smiles	Sm TGR inh	AmpC inh no detg	Giardia FBPA inh
49	O=C(CCN1CCc2ccccc21)c1ccc2c(c1)OCCO2	?	-16%	-16%
50	Cc1nn(C)cc1CNC(=O)c1ccc(Br)o1	-16%	-8%	2%
51	CCOC(=O)c1c(N)sc(C(=O)N(C)C)c1CN1CCOCC1	2%	5%	3%
52	COc1ccccc1NC(=O)c1ccc(NS(=O)(=O)c2ccc(F)c(Cl)c2)cc1	-7%	-59%	5%
53	O=C1c2cccc([N+](=O)[O-])c2C(=O)N1C1CCCCC1	-22%	-5%	9%
54	O=C(CSc1nc2ccccc2nc1SCC(=O)N1CCCCC1)N1CCCCC1	-2%	35%	7%
55	C=CCn1c(=O)n(CCOC)c(=O)c2sc3ccccc3c21	-1%	?	0%
56	O=C(c1noc2c1CCCC2)N1CCc2c([nH]c3ccccc23)C1c1ccccn1 (stereo unspecified)	-14%	38%	-7%

No.	AmpC detergent	AMA1-RON2 inh	HCMV inh
49	?	?	22
50	?	-1%	6
51	-12%	14%	14
52	-7%	-9%	-8
53	2%	-17%	73
54	-5%	3%	-11
55	?	-3%	8
56	8%	11%	-62*

# The list continues.
No.	canonical_smiles	Sm TGR inh	AmpC inh no detg	Giardia FBPA inh
57	COc1ccccc1NS(=O)(=O)c1ccc(C(=O)NCC(c2ccco2)N(C)C)cc1 (stereo unspecified)	-8%	-14%	·
58	c1cncc(-c2ccc3[nH]ccc3c2)c1	-9%	-23%	·
59	O=C(c1ccc(OC2CCN(Cc3ccccc3O)CC2)cc1)N1CCCCC1	-7%	-13%	·
60	Cc1ccc(-n2c(Cc3cccs3)nnc2SCC(N)=O)cc1	-11%	-6%	3%
61	C=CCn1c(NCc2ccc(N(C)C)cc2)nc2ccccc21	-17%	-40%	-5%
62	CCOC(=O)C1=C(c2ccc(OC)cc2)OC(N)=C(C#N)C1c1cccnc1 (stereo unspecified)	11µM*	-23%	-1%
63	COc1ccc(/C=C/c2nc(C#N)c(N3CCC(C(N)=O)CC3)o2)cc1OC	1%	·	·
64	COc1cc(OC)cc(-c2c(C#Cc3ccsc3)c3cc(-c4ccc5c(c4)OCCO5)ccc3n2C)c1	-23%	-22%	·

No.	AmpC detergent	AMA1-RON2 inh	HCMV inh
57	1%	0%	-18
58	-2%	12%	-10
59	-11%	16%	?
60	0%	2%	16
61	-1%	?	97
62	1%	0%	-5
63	16%	·	6
64	5%	15%	-12
